# S aureus QS inh: S. aureus quorum sensing inhibition; hit rate 0.3% among 24,000; AID 527; inhibition, % at 2 µM; S. aureus RN6390 RNAIII-GFP reporter, AIP-induced, flow cytometry 3 h;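 active means share of bacteria positive for the green fluorescent reporter and its mean brightness both inhibited by 50% or more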;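 further: 0% = AIP-stimulated control and 100% = unstimulated bacteria without AIP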
# S aureus QS inh GFP MFI %: also measured in S aureus QS inh; calls as there; inhibition, %; measured here: inhibition of GFP MFI
# Numbers without * were called inactive. The list is partial (hit frequency here may not be typical).
SMILES,S aureus QS inh,S aureus QS inh GFP MFI %
CCOC(=O)c1cc2oc(C)cc2n1CC(=O)OC1CCCCC1,-2,-1
COc1ccccc1N1CCN(C(=O)c2oc3cc(C)c(C)cc3c2C)CC1,0,0
COc1ccc(N2Cc3cccc(C(=O)NC(C)CCc4ccco4)c3C2=O)cc1 (stereo unspecified),1,4
O=C(CCNS(=O)(=O)c1cccs1)Nc1nccs1,0,-2
COc1cccc(C2CC(=O)Nc3cc4c(cc32)OCCO4)c1OC(C)C (stereo unspecified),-3,-9
CCCCc1ccc(NC(=O)N[C@H](C(=O)O)C(C)CC)cc1 (stereo partly specified),6,10
CCCN(CCC)CCNC(=O)Cn1cnc2sc(C)c(S(=O)(=O)N3CCOCC3)c2c1=O,9,18
O=C(NCc1cccnc1)C1c2ccccc2C(=O)N1C1CCCCCCC1 (stereo unspecified),0,18
Cc1nn(Cc2ccc(Cl)cc2)c(C)c1NC(=O)C1CC=CCC1C(=O)O (stereo unspecified),-2,-10
Cc1ccc(S(=O)(=O)N(CC(=O)N2CCC(C(N)=O)CC2)c2cccc(C(F)(F)F)c2)cc1,-2,-5
CCCCNC(=O)c1cnc2n(c1=O)CCS2,2,13
COc1ccc(C(=O)NCC(c2cccnc2)N2CCN(c3ccc(F)cc3)CC2)cc1OC (stereo unspecified),-2,11
COC(=O)C(F)(F)Sc1c(C)[nH]c2ccccc12,0,-6
Cc1ccc(-c2nc(CSCC(=O)NCCN3CCN(Cc4ccccc4)CC3)c(C)o2)cc1,-5,4
COC(=O)c1ccc(S(=O)(=O)NCc2cccc(OC)c2)n1C,-2,-5
Cc1cc(C)c2c(n1)SCC(=O)N2CC(=O)NCCC1=CCCCC1,-1,-8
CCOC(=O)CSc1nnc(CNC(=O)Cc2ccccc2)n1-c1ccccc1OC,5,10
COCC(=O)NCCc1nc(-c2ccccc2)cs1,-4,-14
O=C(COC(=O)c1cccc(S(=O)(=O)N2CCc3ccccc32)c1)NC1CCS(=O)(=O)C1 (stereo unspecified),6,11
O=c1oc2c3c4c(cc2s1)CCCN4CCC3,-1,-2
CC(C)(C)Nc1nc(Oc2ccc(=O)n(-c3ccccc3)n2)nc(N2CCOCC2)n1,1,9
O=C(NCC1CCCO1)C1CCN(S(=O)(=O)c2cccc3cccnc23)CC1 (stereo unspecified),-3,-4
CCOC(=O)N1CCN(C(=O)CCN2C(=O)COc3ccccc32)CC1,6,20
CCCc1cc(N2CCCC2)n2nc(C)c(-c3ccccc3)c2n1,-3,-26

# Retrieved by compound from above:
SMILES,S aureus QS inh,S aureus QS inh GFP MFI %
Cc1cc(C)c2c(n1)SCC(=O)N2CC(=O)NCCC1=CCCCC1,-1,-8
CCOC(=O)CSc1nnc(CNC(=O)Cc2ccccc2)n1-c1ccccc1OC,5,10
COC(=O)C(F)(F)Sc1c(C)[nH]c2ccccc12,0,-6
CC(C)(C)Nc1nc(Oc2ccc(=O)n(-c3ccccc3)n2)nc(N2CCOCC2)n1,1,9
CCCc1cc(N2CCCC2)n2nc(C)c(-c3ccccc3)c2n1,-3,-26

# Remaining list, next part.
SMILES,S aureus QS inh,S aureus QS inh GFP MFI %
CCN(CC)C(=O)COC(=O)c1ccc(O)cc1,-1,-2
CCCCCC(=O)N1CCN(c2ccc(C(C)=O)cc2F)CC1,2,14
COC(=O)C1(S(=O)(=O)c2cccc3nsnc23)CC1,-8,-35
O=C(Nc1ccc2c(c1)OCO2)C1CCCN1C(=O)Nc1ccccc1F (stereo unspecified),-4,-10
CCOC(=O)CC(=O)CSc1nc2c(sc(=S)n2-c2ccccc2)c(=O)[nH]1,32,42
CCOC(=O)c1cc2ccc(OC)c(OC)c2c(=O)s1,-2,-5
Cc1c(C(=O)NCc2ccc3c(c2)OCO3)oc2ccc(S(=O)(=O)N3CCCCCC3)cc12,-2,-32
O=C(C1CCCN(S(=O)(=O)c2cccc3cccnc23)C1)N1CCN(c2ccccc2F)CC1 (stereo unspecified),-2,3
O=C(NCc1ccc2c(c1)OCO2)Oc1ccccc1,-1,-1
COc1ccc(C(=O)N(CCN2CCOCC2)CC(=O)NC2CCCC2)cc1OC,0,-14
COC(=O)c1ccc(Oc2nc(NC(C)C)nc(N(C)C)n2)cc1,2,0
CCOC(=O)N1CCN(C(=O)c2ccc3nc4ccc(Cl)cc4c(=O)n3c2)CC1,-2,-2

# Taken from above:
# O=C(C1CCCN(S(=O)(=O)c2cccc3cccnc23)C1)N1CCN(c2ccccc2F)CC1 (stereo unspecified) in S aureus QS inh GFP MFI % reads 3
# CCCCCC(=O)N1CCN(c2ccc(C(C)=O)cc2F)CC1 in S aureus QS inh reads 2
# COC(=O)C1(S(=O)(=O)c2cccc3nsnc23)CC1 in S aureus QS inh GFP MFI % reads -35

# (cont.)
SMILES,S aureus QS inh,S aureus QS inh GFP MFI %
CCOC(=O)Cn1ncc2c(=O)oc3ccccc3c21,0,-7
Cc1cc(NS(=O)(=O)c2ccccc2)no1,2,12
COc1ccc(CCN2CCC(Nc3nc4ccccc4n3Cc3ccc(F)cc3)CC2)cc1,4,20
COc1cc(C(c2sc3nc(C)nn3c2O)N2CCC3(CC2)OCCO3)cc(OC)c1OC (stereo unspecified),0,7
Cc1ccc(N2CCN(C(=O)c3ccccc3F)CC2)c(C)c1,-7,-26
CCc1c(C(=O)NCc2ccc3c(c2)OCO3)[nH]c(C)c1C(C)=O,1,6
COc1ccc(N2CCN(CCNC(=O)c3ccc(NC(=O)C4CCCO4)cc3)CC2)cc1 (stereo unspecified),2,6
Cc1nn(C)c(C)c1S(=O)(=O)N1CCCC(C(=O)NC2CCCCC2)C1 (stereo unspecified),6,32
COC(=O)CCC(=O)N1CCc2cc(S(=O)(=O)N3CCN(c4ccccc4Cl)CC3)ccc21,13,33
Cc1ccc(-c2nc(CS(=O)(=O)CC(=O)N3CCc4ccccc4C3)c(C)o2)cc1,28,32
O=C(Cc1cccs1)NCc1ccc(F)cc1,0,-6
O=C(NCCc1c[nH]c2ccccc12)c1cnc2n(c1=O)CCS2,3,26
O=C(Nc1ccc(F)cc1)C1CCCN(S(=O)(=O)c2cccc3cccnc23)C1 (stereo unspecified),0,6
COc1ccc(NC(=O)CN2CCN(c3ccccc3F)CC2)cc1,-4,3
CCOc1ccc(-c2nnc3sc(-c4c(OC)cccc4OC)nn23)cc1,0,9
O=C(C1CCCN(S(=O)(=O)c2cccc3nsnc23)C1)N1CCc2ccccc21 (stereo unspecified),-1,-15
Cc1cccc(OCCNC(=O)c2ncn[nH]2)c1,-4,-14
COc1ccc(-c2noc(CCC(=O)N(C)c3cccc(C)c3)n2)cc1,4,16
Cc1nnc(SCc2nnc(-c3ccccc3Br)o2)n1-c1ccccc1,-3,-5
CCn1cc(CNC(=O)C2C3CCC(C3)C2C(=O)O)cn1 (stereo unspecified),-1,-2
CCn1c(Cc2ccccc2)nnc1SCC(=O)Nc1nc2ccccc2s1,5,16
O=C(Nc1cnccn1)c1cccs1,0,4
Cc1ccc(-n2c(=O)cc(NCc3cccnc3)[nH]c2=O)cc1,5,9
COc1cccc(OC)c1OCCN1CCN(C(=O)c2ccco2)CC1,-1,4
CCC(C)NC(=O)c1cn(CC)c2ccc(S(=O)(=O)N(C)C)cc2c1=O (stereo unspecified),6,14
CN(Cc1cccs1)C(=O)CCc1ccc(S(=O)(=O)N2CCOCC2)cc1,1,1
Nc1nnc(SCCOc2ccccc2)s1,14,32
CCOC(=O)c1cccc(NC(=O)C2CCCN2S(=O)(=O)c2cccc3cccnc23)c1 (stereo unspecified),-1,-6
O=C1CCC(Cc2ccccc2)N1 (stereo unspecified),-5,-6
COc1ccc(C(NC(C)=O)c2ccc3cccnc3c2O)c(OC)c1 (stereo unspecified),0,7
Cn1c(=O)cc(SCC(=O)N2CCN(Cc3ccc4c(c3)OCO4)CC2)c2ccccc21,0,7
Cc1ccc2c(c1)N(CCCC(=O)NCC1COc3ccccc3O1)C(=O)CO2 (stereo unspecified),-3,-8
CO[C@H]1C[C@@H]2CC[C@@H](C)[C@@](O)(O2)C(=O)C(=O)N2CCCC[C@H]2C(=O)O[C@H]([C@H](C)C[C@@H]2CC[C@@H](O)[C@H](OC)C2)CC(=O)[C@H](C)C=C(C)[C@@H](O)[C@@H](OC)C(=O)[C@H](C)C[C@H](C)C=CC=CC=C1C,1,7
Cc1noc(C)c1S(=O)(=O)N1CCCC(C(=O)Nc2ccc(Cl)cn2)C1 (stereo unspecified),-1,-26
Cn1c(C(=O)NCCC2=CCCCC2)cc2c(=O)n3ccccc3nc21,2,8
O=[n+]1c2c(n([O-])c3cc(F)ccc31)CCCC2,-1,-1
CC1(C)CC(=O)C=C(NCc2ccncc2)C1,2,7
O=C(NCCN1CCN(Cc2ccccc2)CC1)C1c2ccccc2C(=O)N2CCc3ccccc3C12 (stereo unspecified),-2,3
COc1ccc2nc(NC(=O)C3CCCN(S(=O)(=O)c4c(C)noc4C)C3)sc2c1 (stereo unspecified),-3,-6
Nc1nc(Cl)nc2c1ncn2[C@@H]1O[C@H](CO)[C@@H](O)[C@H]1O,-5,-12
Cc1cc(Nc2ccc(F)c(Cl)c2)n2ncnc2n1,-4,-4
COc1ccc(CCNC(=O)CC2Nc3ccccc3NC2=O)cc1OC (stereo unspecified),-2,-52
CC(C)Cc1cc(C(=O)Nc2sc3c(c2C#N)CCCC3)no1,55*,76*
Cc1ccc2c(c1C)NC(C)CC2C (stereo unspecified),1,7
Cc1oc2cc(O)ccc2c(=O)c1-c1cnn(-c2ccccc2)c1,0,-1
COc1ccc(-c2cc(C(=O)N3CCc4ccccc4C3)no2)cc1OC,4,21
CCc1ccc(C2N(c3ccc(OC)cc3)C(=O)C3CCCN32)cc1 (stereo unspecified),0,10
O=C(Cn1cc2c(n1)CCCC2)N1CCCc2ccccc21,0,15

# Entries of single compounds from above.
# O=C(C1CCCN(S(=O)(=O)c2cccc3cccnc23)C1)N1CCN(c2ccccc2F)CC1 (stereo unspecified) reads S aureus QS inh = -2; S aureus QS inh GFP MFI % = 3
# O=C(NCCN1CCN(Cc2ccccc2)CC1)C1c2ccccc2C(=O)N2CCc3ccccc3C12 (stereo unspecified) reads S aureus QS inh = -2; S aureus QS inh GFP MFI % = 3
# CCCCc1ccc(NC(=O)N[C@H](C(=O)O)C(C)CC)cc1 (stereo partly specified) reads S aureus QS inh = 6; S aureus QS inh GFP MFI % = 10

# (further entries)
SMILES,S aureus QS inh,S aureus QS inh GFP MFI %
CCC(C)(C(=O)NC1CCCC1)N(Cc1ccco1)C(=O)c1ccc2c(c1)OCO2 (stereo unspecified),1,-3
CCOc1cccc(C(=O)N2CCCCC2c2cccnc2)c1 (stereo unspecified),0,2
Cc1c(C(=O)O)oc2ccc(S(=O)(=O)N3CCCCC3C(=O)O)cc12 (stereo unspecified),4,0
Cc1ccc(N(C(=O)C2CCC(=O)N2)C2(C(=O)NC3CCCCC3)CCCCC2)cc1 (stereo unspecified),-1,0
COc1ccc(N2CCN(C(=O)CSc3nnc(Cn4nnc5ccccc54)n3C)CC2)cc1,0,5
O=C(Nc1ccc(Cc2ccncc2)cc1)c1ccc(S(=O)(=O)N2CCOCC2)cc1,-1,-7
O=C(CCc1nc2ccccc2[nH]1)N1CCN(C(=O)c2ccco2)CC1,1,8
CCC[C@@H]1C[C@@H](C(=O)N[C@H]([C@@H](C)O)[C@H]2O[C@H](SC)[C@H](O)[C@@H](O)C2O)N(C)C1 (stereo partly specified),-13,-32
O=C(O)CCCC(=O)N1CCN(c2nc(-c3ccccc3)c3ccccc3n2)CC1,0,6
Cc1noc(C)c1S(=O)(=O)Nc1ccc(C(=O)N2CCN(c3ccc(Cl)cc3)CC2)cc1,-4,-6
Cc1cccc(CS(=O)(=O)Cc2ccc(C(=O)O)o2)c1,0,0
CC(=O)N1CCc2cc(S(=O)(=O)NC(C(=O)NCc3ccccc3)C(C)C)ccc21 (stereo unspecified),1,8
N#Cc1c(C(F)(F)F)cc(-c2ccccc2)nc1SCc1nc(N)nc(N2CCOCC2)n1,-4,-33
CCCCOC(=O)C1=C(C)Nc2ncnn2C1c1cc(OC)c(OC)cc1OC (stereo unspecified),-7,-14
COCCNc1nc(=S)[nH]c2cc(OC)c(OC)cc12,-4,-21
Cc1nc2ccccc2n1-c1nc(-c2ccco2)cc(C(F)(F)F)n1,1,4
COc1ccc2nc(NC(=O)c3ccoc3C)sc2c1,0,0
Oc1ccc2ccccc2c1CN1CCN(c2ccccc2F)CC1,0,0
O=C(Nc1ccc2c(c1)OCCO2)C1CCN(S(=O)(=O)c2ccc(Br)s2)CC1,5,17
CN(C(=O)COc1cccc(Br)c1)C1CCS(=O)(=O)C1 (stereo unspecified),-3,-16
CC(C)c1ccc(NC(=O)C(c2ccc3c(c2)OCO3)N2CCCCC2)cc1 (stereo unspecified),24,30
CCOC(=O)C1CCN(S(=O)(=O)c2ccc3[nH]c(=O)oc3c2)CC1,-3,-5
COc1cccc(NC2SC(=O)N(c3ccccc3)C2=O)c1 (stereo unspecified),-1,7
Cc1nn(C)cc1NC(=O)CCSc1nc(-c2ccco2)cc(C(F)(F)F)n1,0,2
Cc1cc(C)cc(NC(=O)N2CCC(c3nc4ccccc4o3)CC2)c1,-2,-4
COc1ccc(Nc2nc(-c3sc(N)nc3C)cs2)cc1,56*,81*
CN(C)CCCN1C(=O)CSC1c1ccccc1 (stereo unspecified),-2,-13
O=C(c1ccco1)N1CCN(CC(=O)N(C2CCCCC2)C2CCS(=O)(=O)C2)CC1 (stereo unspecified),0,1
c1ccc(CC2CCN(c3nc4ccccc4n4nnnc34)CC2)cc1,0,-2
Cc1c(C(=O)NCc2ccoc2)oc2ccc3c(c12)C(=O)CC(C)(C)O3,0,11
